# Compound activity deposited in PubChem by National Center for Advancing Translational Sciences (NCATS).
# EPAC2 agonist – agonists of human EPAC2 (RAPGEF4); Q8WZA2; EPAC2 activation, biochemical qHTS; response scale: 100% = 6.5 mM cAMP response; Potency, µM (top dose mostly 154 µM), inactives show at the highest dose activation, usual class: activators; 0.079% of 360,000 active; AID 720711; also: potency is read from the fitted curve at half-maximal effect; nearly all actives have a fitted effect of over 50% in size
# Target sequence (Q8WZA2 whole entry, looked up): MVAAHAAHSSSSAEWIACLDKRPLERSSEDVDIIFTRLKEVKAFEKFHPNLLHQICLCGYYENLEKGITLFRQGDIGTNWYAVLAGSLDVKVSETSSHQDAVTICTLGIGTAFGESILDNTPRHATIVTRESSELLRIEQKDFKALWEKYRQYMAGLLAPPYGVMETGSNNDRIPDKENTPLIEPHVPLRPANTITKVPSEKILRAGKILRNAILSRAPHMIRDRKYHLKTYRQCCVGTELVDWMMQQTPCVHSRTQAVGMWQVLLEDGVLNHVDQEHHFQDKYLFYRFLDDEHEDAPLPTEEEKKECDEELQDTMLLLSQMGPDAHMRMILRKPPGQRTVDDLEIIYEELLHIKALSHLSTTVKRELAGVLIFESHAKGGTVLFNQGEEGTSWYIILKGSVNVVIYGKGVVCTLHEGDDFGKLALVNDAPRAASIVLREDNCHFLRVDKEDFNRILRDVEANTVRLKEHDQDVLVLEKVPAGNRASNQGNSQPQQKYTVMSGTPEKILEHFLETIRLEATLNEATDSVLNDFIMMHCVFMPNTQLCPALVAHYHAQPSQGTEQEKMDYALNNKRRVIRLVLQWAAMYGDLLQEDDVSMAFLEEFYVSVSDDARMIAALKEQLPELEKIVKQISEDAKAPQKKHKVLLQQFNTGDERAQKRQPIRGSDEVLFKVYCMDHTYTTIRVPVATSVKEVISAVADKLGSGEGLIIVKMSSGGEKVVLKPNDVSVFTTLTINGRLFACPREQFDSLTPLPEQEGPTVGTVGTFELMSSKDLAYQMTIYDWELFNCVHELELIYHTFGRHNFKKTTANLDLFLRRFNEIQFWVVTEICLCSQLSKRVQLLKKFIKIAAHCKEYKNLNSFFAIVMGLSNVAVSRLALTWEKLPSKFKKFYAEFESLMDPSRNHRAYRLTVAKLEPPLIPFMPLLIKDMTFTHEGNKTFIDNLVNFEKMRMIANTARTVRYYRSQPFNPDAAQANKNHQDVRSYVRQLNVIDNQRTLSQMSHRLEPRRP
#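 Readout is BODIPY fluorescence (480 nm excitation, 540 nm emission), which falls as labeled GDP is exchanged off Rap1B. EPAC2 at 100 nM acted on 250 nM RAP1B-BODIPY-GDP with 50 uM GDP present.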
# FUS yeast rescue – suppressors of FUS proteinopathy in yeast | S. cerevisiae FUS-expressing, growth rescue, OD600, 24 h | Potency, µM (top dose mostly 76.6 µM), inactives show top-dose growth rescue (activation), usual class: activators | 0.24% of 390,000 active;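 also: potency is read from the fitted curve at half-maximal effect; plate controls were DMSO vehicle for no effect and reference control for full effect; nearly all actives have a fitted effect of over 55% in size; some results filed as inactive show a strong effect at the top dose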
#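 Cultures pregrown in 2.5% raffinose medium are shifted to minimal medium containing 2% galactose to express toxic FUS. Compounds are tested at several concentrations. After 24hr at 30C, growth is quantified at 600 nm absorbance.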
# TDP-43 yeast inh – TDP-43 toxicity inhibition in yeast; TDP-43 expressing yeast growth rescue, BacTiter-Glo, 24 h; Potency, µM (top dose mostly 46.1 µM), for inactives: at the highest dose growth rescue (activation), hits mostly activators; 1.8% of 410,000 active; AID 652104; also: potency is read from the fitted curve at half-maximal effect; % of control where 0% means no effect; nearly all actives have a fitted effect of over 50% in size
#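 Yeast cells expressing TDP-43 under galactose induction are exposed to compounds for 24 hr at 30 deg C. BacTiter-Glo luminescence measures growth, so protective compounds score as activators.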
# EPAC2 antagonist – blocks human EPAC2 exchange factor; Q8WZA2; EPAC2 GEF exchange of Rap1B-BODIPY-GDP, fluorescence; Potency, µM (top dose mostly 114 µM), without a hit: at the highest dose activity, negative = inhibition, usual class: inhibitors; 0.18% of 360,000 active; also: potency is read from the fitted curve at half-maximal effect; % is scaled to controls: 0 for no effect and ±100 for the full control effect; nearly all actives have a fitted effect of over 45% in size; many of its hits are not listed in these tables
# Abeta rescue – A-beta toxicity reversal in yeast; yeast expressing A-beta42, growth rescue, OD600, 48 h; response scale: 0% DMSO, 100% iron-clioquinol control; Potency, µM (series often up to 46.1 µM), without a hit: top-dose growth rescue, hits mostly activators; 0.063% of 410,000 active; also: potency is read from the fitted curve at half-maximal effect; nearly all actives have a fitted effect of over 55% in size
#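 Yeast A-beta toxicity model in growth medium with pinned compounds, 48 h at 30 C; growth read as absorbance at 600 nm. Normalized to FeCl3/clioquinol equimolar mix (positive) and DMSO (negative).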
# aSyn rescue – inhibitors of alpha-synuclein toxicity in yeast; Potency, µM (doses to about 46.1 µM), for inactives: at the highest dose growth rescue (activation), usual class: activators; 0.14% of 370,000 active; Yeast expressing alpha-synuclein, growth rescue, BacTiter-Glo, 24 h; also: potency is read from the fitted curve at half-maximal effect; % of control where 0% means no effect; nearly all actives have a fitted effect of over 65% in size
#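 Rescue of yeast growth: cells expressing toxic alpha-synuclein, induced in galactose at OD600 0.02, incubated with compound 24 h at 30 C. ATP luminescence quantified growth; inhibitors of toxicity appear as activators.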
# D3 ag – agonists of human D3 dopamine receptor; P35462; D3R DiscoveRx beta-arrestin cells, luminescence, 90 min; max activation, %; 0.58% of 410,000 active; AID 652048; in the data active = max activation above about 30%; also: 0% is about no effect; mostly tested at two doses, the higher about 12 µM
#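 Agonist mode: compounds and dopamine controls were applied to plated cells for 90 min at 37 degrees C after an overnight attachment at 1500 cells/well. Luminescent read-out followed 30 - 60 minutes at room temperature with DiscoveRx detection reagent.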
# DRD3 antagonist – D3 dopamine receptor (human) antagonism | max response, negative = inhibition, % | D3R cells, DiscoveRx beta-arrestin luminescence, antagonist mode; stronger effect = lower value | 2.5% of 360,000 active | P35462; in the data active = max response below about -50%; inconclusive = no clear call, values can overlap the other calls; also: % is scaled to controls: 0 for no effect and ±100 for the full control effect; mostly tested at two doses, the higher about 12 µM
#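 Cells expressing the human receptor were seeded at 1500 cells/well, incubated overnight at 37 degrees C in 5% CO2, then exposed to library compounds with dopamine controls for 90 minutes at 37 degrees C before luminescent detection.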
# An asterisk follows results filed as active; ? = inconclusive; . = no result given; [ ] = dose if it differs, or a comment. Unless noted, calls follow the shape of the dose curve; as a rule, active = well fitted curve in the direction sought with a large enough effect; inconclusive = small, poorly fitted or top-dose-only effect, or another doubt; inactive = no such curve, though single readings can be large; an effect the other way counts as inactive or inconclusive. Only part of the results is shown, so the mix of outcomes need not match the whole.
SMILES,EPAC2 agonist,FUS yeast rescue,TDP-43 yeast inh,EPAC2 antagonist,Abeta rescue,aSyn rescue,D3 ag,DRD3 antagonist
O=C(c1ccc(OC2CCN(Cc3ccccn3)CC2)cc1)N1CCCCCC1,4%,22%,-5%,2%,-7%,1%,-23,-8
CN1CCC2(CC1)N=C(c1ccc(F)cc1)C(=S)N2C(=O)c1ccccc1,-5%,.,14%,8%,10%,7%,2,7
CCOc1ccc(CCNC(=O)c2sc3nc4n(c(=O)c3c2C)CCCC4)cc1OCC,.,-1%,23%,.,-4%,.,8,.
COc1cccc(NC(=O)c2cccnc2)c1,0%,0%,15%,2%,12%,2%,-6,-9
Cc1ccc(C)c(NC(=O)Cn2c(=O)n(CC(=O)NCCc3ccccc3)c(=O)c3ccccc32)c1,.,-9%,-1%,.,-8%,.,-11,.
NC(=O)C1CCN(C(=O)COc2ccc3c4c(c(=O)oc3c2)CCCC4)CC1,6%,-10%,12%,0%,8%,0%,-13,-19
COc1ccc2[nH]c(C)c(C(=O)CN3CCN(C/C=C/c4ccccc4)CC3)c2c1,-3%,7%,5%,-3%,19%,3%,2,-57*
FC(F)Sc1ccc(NC(=S)NC2CCCC2)cc1,16%,1%,-1%,-1%,9%,-24%,-7,-23
Nc1cc(=O)[nH]c(SCC(=O)Nc2nnc(-c3ccccc3)s2)n1,9%,24%,-10%[9.22 µM],6%,-2%,-8%,-3,-17
COC(=O)c1ccc(NC(=O)CN(Cc2ccccc2)S(=O)(=O)c2ccc(Cl)cc2)cc1,.,44%,7%,.,14%,.,-23,.
CCC(=O)N1CCc2cc(Br)cc(S(=O)(=O)N3CCC(C(=O)N(CC)CC)CC3)c21,.,-9%,16%,.,-3%,.,1,.
CCOC(=O)CNC(=O)c1sc2nc(C)cc(C)c2c1N,4%,1%,24%,11%,25%,4%,2,14
NC(=O)c1ccc(NC(=O)COC(=O)CCc2ccc(S(=O)(=O)N3CCCCC3)cc2)cc1,-3%,3%,7%,-10%,-5%,-4%,3,-2
N#C/C(C(=O)NCc1ccco1)=C1/SC(Cc2ccc(Cl)cc2)C(=O)N1c1ccccc1 (stereo unspecified),20%,35%,-8%,-1%,11%,4%,-3,?
Cc1ccc(NC(=O)C(C)S)cc1 (stereo unspecified),1%,-6%,9%,-5%,-3%,11%,-2,9
O=C(Nc1ccc(Oc2ccccc2)cc1)c1csc([C@@H]2O[C@H](CO)[C@H](O)[C@H](O)[C@H]2O)n1,4%,-3%,23%,-13%,6%,3%,-20,-92*
COc1ccc(CCNC(=O)c2c(Nc3ccccc3C)sc(C(=O)c3ccccc3)c2N)cc1OC,.,?,20%,.,?,.,19,.
NC(=S)c1ccc[n+]([O-])c1,4%,.,0%,-10%,0%,0%,-25,-19
N#CC1=C(N)N=C(SCc2cccc3ccccc23)C(C(N)=O)C12CCCCC2 (stereo unspecified),-7%,.,0%,-19%,-5%,1%,-9,-20
Cc1ccc(C(=O)NCC(=O)OC2CCCCC2=O)cc1C (stereo unspecified),-9%,.,-6%,-2%,3%,17%,1,5
CCCN(CCC)S(=O)(=O)c1ccc(Cl)c(OC)c1,5%,16%,13%,?,2%,1%,4,-9
C=CCC[C@H](Cc1ccc(F)cc1)C(=O)OC[C@@H](Cc1c[nH]c2ccccc12)NC(=O)[C@@H](CC=C)CC(=O)N(CCO)Cc1ccccc1,-12%,?,-9%,-24%,-1%,-1%,-9,4
COCCNC(=O)Cn1nc(C(F)(F)F)cc1C,10%,-30%,-25%,8%,15%,8%,4,10
CCOC(=O)C(C)/C(C)=N/NC(=O)CCC(=O)Nc1cc(C)ccc1C (stereo unspecified),3%,6%,18%,-5%,-8%,-1%,5,-11
COc1ccccc1C(=O)NNC(=O)c1nn(Cc2ccccc2)c(=O)c2ccccc12,14%,?,11%,-4%,-6%,12%,-14,?

# As a short view, four of the compounds above:
SMILES,EPAC2 agonist,FUS yeast rescue,TDP-43 yeast inh,EPAC2 antagonist,Abeta rescue,aSyn rescue,D3 ag,DRD3 antagonist
FC(F)Sc1ccc(NC(=S)NC2CCCC2)cc1,16%,1%,-1%,-1%,9%,-24%,-7,-23
Nc1cc(=O)[nH]c(SCC(=O)Nc2nnc(-c3ccccc3)s2)n1,9%,24%,-10%[9.22 µM],6%,-2%,-8%,-3,-17
COC(=O)c1ccc(NC(=O)CN(Cc2ccccc2)S(=O)(=O)c2ccc(Cl)cc2)cc1,.,44%,7%,.,14%,.,-23,.
CCC(=O)N1CCc2cc(Br)cc(S(=O)(=O)N3CCC(C(=O)N(CC)CC)CC3)c21,.,-9%,16%,.,-3%,.,1,.

# Entries of single compounds, quoted from the list. Order of screens: EPAC2 agonist, FUS yeast rescue, TDP-43 yeast inh, EPAC2 antagonist, Abeta rescue, aSyn rescue, D3 ag, DRD3 antagonist
# `COc1ccc2[nH]c(C)c(C(=O)CN3CCN(C/C=C/c4ccccc4)CC3)c2c1` as listed: -3%, 7%, 5%, -3%, 19%, 3%, 2, -57*
# `COCCNC(=O)Cn1nc(C(F)(F)F)cc1C` as listed: 10%, -30%, -25%, 8%, 15%, 8%, 4, 10

# (next part)
SMILES,EPAC2 agonist,FUS yeast rescue,TDP-43 yeast inh,EPAC2 antagonist,Abeta rescue,aSyn rescue,D3 ag,DRD3 antagonist
Cc1ccc(Nc2ncc(C(=O)N3CCN(c4ccc(F)cc4)CC3)c3ccccc23)cc1Cl,.,24%,13µM*,.,3%,.,1,.
CNC(=S)Nc1cc(OC)ccc1OC,3%,-8%,-8%,6%,-3%,-2%,-3,10
Cc1ccc(Cl)cc1N1CCN(C(=O)C2CCN(S(=O)(=O)c3c(C)nn(C)c3C)CC2)CC1,10%,?,?,7%,12%,18%,3,32
O=C1C2C3C=CC(C2C(=O)N1CCO)C1C(=O)N(CCO)C(=O)C31 (stereo unspecified),6%,-27%,3%,6%,-20%,-3%,6,-1
COc1ccc2[nH]cc(C(=O)N3CCCCC3)c(=O)c2c1,-6%,3%,5%,13%,-1%,-15%,5,18
CC(=O)N1c2ccc(S(=O)(=O)N3CCCC(C(=O)Nc4cc(C)cc(C)c4)C3)cc2CC1C (stereo unspecified),6%,14%,38%,-7%,5%,1%,-5,3
CC(CC(=O)c1ccc(F)cc1)N1CCN(c2ccccc2)CC1 (stereo unspecified),7%,.,0%,10%,8%,0%,-15,?
O=C(c1ccc(F)cc1)N1CCCC(C(=O)N2CCCCC2)C1 (stereo unspecified),13%,-21%,9%,5%,-16%,0%,2,-4
O=C(COC(=O)/C=C/c1cccc(Cl)c1)Nc1cccc(S(=O)(=O)NC2=NCCC2)c1,11%,?,3%,-6%,-12%,-17%,-4,-24
CCNc1nc(OC)nc(Oc2ccc(=O)n(-c3ccccc3)n2)n1,2%,17%,11%,8%,6%,-1%,0,24
Cc1ccc(Cn2c(-c3nonc3N)nc3ccccc32)cc1,9%,-9%,-9%,-7%,0%[9.22 µM],-1%,-1,5
Cc1nc(C(F)(F)F)ccc1C(=O)N1CCC1(C)C(=O)NS(=O)(=O)c1ccc2c(c1)CCO2 (stereo unspecified),-4%,-25%,0%,3%,-14%,5%,-2,1
O=C(O)CN1C(=O)C(=O)N(Cc2c(F)cccc2Cl)C1=O,10%,-14%,7%,7%,2%,-3%,-8,-8
CC1CCN(CC(C)CNC(=O)c2cc(-c3ccccn3)nc3ccccc23)CC1 (stereo unspecified),-16%,19%,-9%,5%,3%,-6%,-17,-16
COc1ccc(NC(=O)CSc2nnc(-c3ccccc3C)n2N)cc1OC,5%,15%,6%,6%,10%,-11%,-4,-28
O=C1c2ccccc2NC(c2cccc([N+](=O)[O-])c2)N1CCc1ccccc1 (stereo unspecified),16%,?,-16%,-3%,-7%,7%,3,-5
CCOc1ccc(-c2n[nH]c(=S)o2)cc1,3%,-6%,?,-1%,-65%[inhibitor],-13%,0,-17
CNC(=O)c1ccc(-c2sc3nc(N4CCOCC4)c4c(c3c2N)CC(C)(C)OC4)o1,-10%,24%,17%,-11%,1%,-2%,0,42
CCOC(=O)c1[nH]cnc1C(=O)Nc1ccc([N+](=O)[O-])cc1,9%,-4%,1%,2%,0%,-2%,4,-7
O=C(NCCN1CCOCC1)C1CCCN(S(=O)(=O)c2ccc(F)cc2)C1 (stereo unspecified),-7%,5%,18%,20%,-14%,-2%,6,3
CCN(CC)S(=O)(=O)c1nnc(NC(=O)c2ccc(C)cc2)s1,.,-21%,20%,.,-9%,.,-14,.
CCCS(=O)(=O)c1nc(S(=O)(=O)c2ccc(C)cc2)c(NCCCN(C)C)s1,3%,-33%,24%,5%,-7%,5%,-8,5
O=C(/C=C/c1ccc(Br)o1)OCc1nc2ccsc2c(=O)[nH]1,15%,.,-4%,-5%,3%,0%,-2,0
CCO[C@@H]1OC(C(=O)N2CCN(Cc3ccc4c(c3)OCO4)CC2)=C[C@H](c2ccc(Br)cc2)[C@H]1CCCO,13%,17%,12%,-20%,5%,-5%,-37,-98*
FC(F)(F)c1ccc(-c2noc(-c3ccccc3Br)n2)cc1,.,38%,20%,.,-9%,.,-10,.
COC(=O)c1cc(S(=O)(=O)NCc2ccc(S(N)(=O)=O)cc2)oc1C,2%,3%,11%,-5%,-10%,-6%,16,6
Nc1n[nH]c2c1C1(CCCC1)Cc1ccccc1-2,2%,12%,17%,-2%,14%,11%,0,-10
Cc1nc2c(=O)[nH]n(C)c2nc1C,3%,6%,24%,-10%,-1%,1%,6,15
Cc1ccc(OCCn2cc(/C=N/NC(=O)c3ccncc3)c3ccccc32)cc1,9%,?,20%,-2%,-2%,-2%,0,6
CCOC(=O)c1[nH]c2ccc(OC)cc2c1NC(=O)NC(C)C,-6%,3%,11%,4%,13%,4%,-2,7
